Keap1-Nrf2 PPI – disrupts human Keap1 binding to Nrf2 peptide. Q14145. AID 504523. 340,000 compounds, 0.15% hits. Keap1 Kelch-Nrf2 peptide fluorescence polarization, 1536-well. inhibition, % at 9.4 µM; in the data active = inhibition above about 12%;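 note: human Keap1 Kelch domain with fluorescein labeled Nrf2 9mer peptide probe; 0% = neutral control wells and 100% = peptide positive control; higher means more block of Keap1 binding to Nrf2 peptide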
V-ATPase pH – alters yeast V-ATPase proton transport. S. cerevisiae, pHLuorin cytosolic pH fluorescence. response, % at 10 µM. 350,000 compounds, 0.37% hits. AID 504577; in the data active = response mostly above about 7.3%, no sharp cut-off; inactive = mostly below about 5.4%; note: actives read high; inactives centre near 0; some compounds called inactive have numbers as strong as hits; reference of the scale not given here
LANA DNA inh – blocks KSHV LANA C-terminal domain binding to DNA; inhibition, % at 9 µM; 340,000 compounds, 0.078% hits; MBP-C-LANA/FAM-LBS DNA binding, fluorescence polarization;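 active = highest replicate inhibition at or above 60% at 9 µM, even if other replicates fall short; inactive = all replicates below 60% inhibition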;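 note: 0% = neutral control wells and 100% = 4 µM acridine orange control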
CAL PDZ FP – blocks peptide binding to the human CAL PDZ domain; inhibition, % at 24.9 µM; 300,000 compounds, 0.92% hits; Q9HD26; AID 602252; purified CAL PDZ, TMR-peptide fluorescence polarization, 1 h;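 active = mean inhibition of at least 30% with at least half of replicates also reaching 30%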;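 note: 0% = DMSO neutral control and 100% = excess unlabeled competitor peptide PRC23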
MOR-DOR ag – agonists of human mu-delta opioid receptor heterodimerization; P35372+P41143; cells, OPRM1-OPRD1 heterodimerization, luminescence; 340,000 compounds, 0.3% hits; activation, % at 9.3 µM; in the data active = activation above about 18%;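 note: 0% = vehicle-treated cells and 100% = reference agonist; values of inactives mirror those of a sister screen read the other way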
Target sequence (P35372 whole entry, looked up): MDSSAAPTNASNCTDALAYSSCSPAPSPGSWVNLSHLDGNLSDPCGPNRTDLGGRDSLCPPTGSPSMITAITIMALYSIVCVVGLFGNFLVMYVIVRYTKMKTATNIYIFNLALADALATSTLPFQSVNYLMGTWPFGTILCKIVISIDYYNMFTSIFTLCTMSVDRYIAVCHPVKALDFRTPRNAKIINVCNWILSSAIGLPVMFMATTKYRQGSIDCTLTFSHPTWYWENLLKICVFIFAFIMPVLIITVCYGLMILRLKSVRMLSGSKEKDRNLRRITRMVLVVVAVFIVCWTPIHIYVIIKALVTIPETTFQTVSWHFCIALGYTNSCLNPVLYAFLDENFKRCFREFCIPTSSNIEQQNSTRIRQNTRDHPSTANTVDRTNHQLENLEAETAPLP
Target sequence (P41143 whole entry, looked up): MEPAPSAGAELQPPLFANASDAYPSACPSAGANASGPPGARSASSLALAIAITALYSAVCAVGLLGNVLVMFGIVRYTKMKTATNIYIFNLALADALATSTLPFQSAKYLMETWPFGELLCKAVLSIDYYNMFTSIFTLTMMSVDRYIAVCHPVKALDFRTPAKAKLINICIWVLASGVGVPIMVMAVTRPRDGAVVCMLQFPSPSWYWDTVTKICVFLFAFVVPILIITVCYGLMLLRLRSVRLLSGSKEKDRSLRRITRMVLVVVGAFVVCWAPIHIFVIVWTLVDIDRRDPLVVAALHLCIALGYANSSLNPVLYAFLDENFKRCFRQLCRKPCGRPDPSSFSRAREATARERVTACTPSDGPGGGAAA
OPRM1-OPRD1 inv – inverse agonists of human mu-delta opioid receptor heterodimerization; P35372+P41143; cell-based MOR-DOR heterodimer luminescence, inverse agonism; inhibition, % at 9.3 µM; 340,000 compounds, 0.21% hits; AID 504357; in the data active = inhibition above about 22%, passing the limit was not always enough;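 note: 0% = cells with DMSO and 100% = wells without cells with DMSO; values of inactives mirror those of a sister screen read the other way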
HTR5A inv ag – counter-screen for OPRM1-OPRD1 inverse agonists: human HTR5A inverse agonism | P47898 | HTR5A cell line, luminescence | inhibition, % at 9.3 µM | 340,000 compounds, 0.083% hits; in the data active = inhibition mostly above about 23%, no sharp cut-off; inactive = mostly below about 18%;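 note: 0% = cells with DMSO and 100% = no-cell wells with DMSO; some compounds called inactive have numbers as strong as hits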
RTF Ca sens act – increases calcium sensitivity of human cardiac regulated thin filaments. IANBD-labeled TnC RTF fluorescence at EC20 calcium; 0% EC20 calcium, 100% full calcium. activation, % at 7.2 µM. 340,000 compounds, 0.24% hits;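 active = activation above the mean over all tested compounds plus 3 SD, cut at about 30% in these data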;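 note: rise in fluorescence read as greater calcium sensitivity of cardiac thin filaments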
RTF Ca sens inh – cardiac RTF calcium desensitization | P19429+P45379 | IANBD-labeled cardiac RTF, Ca2+ fluorescence | inhibition, % at 7.15 µM | 340,000 compounds, 0.12% hits;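 active = inhibition above the mean inhibition of all tested compounds plus 3 SD, cut at about 17% in these data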;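 note: assay run at fixed EC70 calcium of 1.6 mM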
HTR5A ag – activates human HTR5A in OPRM1-OPRD1 agonist counter-screen; P47898; HTR5A agonist assay, luminescence, cell-based; activation, % at 9.3 µM; 340,000 compounds, 0.61% hits; in the data active = activation mostly above about 9.5%, no sharp cut-off; inactive = mostly below about 7.6%;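 note: 0% = cells with vehicle only and 100% = reference agonist; strong numbers were not always called active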
An asterisk follows results filed as active; x = no result given; & = joins results of further samples.

SMILES	CAL PDZ FP	HTR5A ag	Keap1-Nrf2 PPI	OPRM1-OPRD1 inv	HTR5A inv ag	LANA DNA inh	RTF Ca sens inh	V-ATPase pH	MOR-DOR ag	RTF Ca sens act
CC1CC(NC2=NCCS2)CC(C)(C)C1 (stereo not drawn)	1	-2	-5	7	-22	1.4	-3	-2	-1.4	1
O=C1CC(NNc2ccccc2)C(=O)N1c1ccc(N2CCCCC2)cc1 (stereo not drawn)	0	1	0	-39	-2	-0.3	0	1	7.5	4
O=C(NCc1cccc(Cl)c1)C1CCCO1 (stereo not drawn)	-4	-4	2	4	9	-2.7	-14	-1	-0.9	8
NNc1nc2ccc(F)cc2s1	-4	-3	-2	-5	26	1.2	5	0	0.8	-3
CCCn1c(NC(=O)CCNC(=O)c2ccccc2Cl)nc2ccccc21	1	0	2	10	-1	0.7	-5	-3	-2.5	-6
N#Cc1c(-c2ccccc2)nc(-c2ccccc2)nc1N1CCOCC1	-1	7	-4	2	-20	-1.3	-6	6	-0.4	2
COc1ccc(-c2c(C)nn3c(C)cc(C)nc23)cc1	4	10	2	19	-29	-0.3	0	7	-3.8	2
COCCOC(=O)C1=C(C)OC(N)=C(C#N)C1c1cc2cccc(C)c2nc1Cl (stereo not drawn)	2	4	-2	3	-11	-1.5	-8	0	-0.6	-2
Cc1cccc(NC(=S)NC(=O)c2ccc(Br)o2)c1C	0	-7	-4	-7	-10	0.4	0	-2	1.3	6
Nn1c(SCc2cccc(Cl)c2)nnc1-c1ccncc1	x	-5	3	18	8	0.7	-4	3	-3.6	4
O=C(Nc1ccccn1)c1ccc(Cl)c(S(=O)(=O)N2CCCCCC2)c1	-2	-2	-2	-11	7	1.3	-6	5	1.7	4
Cc1cc(OCC(=O)Nc2cccnc2)c2c(C)cc(=O)oc2c1	11	-7	-2	11	-7	-0.6	-9	2	-2.1	1
CCCc1nnc(SCC(=O)N2CCCC2)n1Cc1ccco1	-5	3	3	3	-7	-0.1	5	-1	-0.6	3
CC1CCCCN1S(=O)(=O)c1ccc(C(=O)N2CCOCC2)cc1 (stereo not drawn)	0	4	4	3	-9	-1.2	-14	0	-0.4	-3
CCN1CCN(Cc2ccc(NC(=O)c3cc(NC(=O)c4cnnc5ccccc45)cc(OC)c3)cc2C(F)(F)F)CC1	-7	-1	-3	4	2	-1.3	4	2&10	-0.6	1
CCNc1nc(NC(C)C)nc(N(C#N)Cc2ccccc2)n1	0	3	1	9	-6	1.3	-4	5	-1.9	-4
CC(C)CCC1(CCNC(C)c2cccs2)CCOC(C)(C)C1 (stereo not drawn)	x	-2	1	-4	-23	-1.3	-5	-3	0.8	-4
Oc1ccc(/C=N/n2c(COc3ccccc3)n[nH]c2=S)cc1O	-6	-3	-8	1	11	3.6	0	4	-0.2	-2
CCOc1ccccc1N(CC(=O)N1CCCCCC1)S(=O)(=O)c1ccc(C)cc1	1	-5	3	22	-30	0.3	-3	2	-3.3	-2
COc1cc(Br)cc(Br)c1OCC(=O)N/N=C/c1c(C)n(C)n(-c2ccccc2)c1=O	-6	-3	0	7	9	0.0	-2	-1	-2.1	1
Cc1noc(NS(=O)(=O)c2ccc(N3Cc4ccccc4C3=O)cc2)c1C	-6	2	-2	14	9	0.5	0	-1	-2.4	-1
O=C(NC1CCCC1)c1cc2nc(-c3ccccc3)cc(-c3ccccc3)n2n1	15	2	-2	7	-6	-0.7	3	-1	-1.3	1
CCCc1ccc(-c2cc(N)n[nH]2)cc1	4	-1	-5	11	3	1.0	0	-1	-2.6	-2
O=C(CSc1nnc(CSc2nc3ccccc3s2)o1)NC1CCCCC1	0	7	-4	-1	-17	0.9	-7	-2	0.2	4
O=C(C[C@@H]1C/C=C\CCC(=O)OC[C@H](Cc2ccccc2)NC1=O)N[C@@H](CO)Cc1ccccc1	-1	5	-1	12	3	-0.6	-6	1	-2.1	-1
COc1ccc(OC)c(-n2c(N)c(C(=O)NCC3CCCO3)c3nc4ccccc4nc32)c1 (stereo not drawn)	-3	8	-4	-1	-4	0.7	-7	0	0.3	-6
O=C(NC1Cc2ccccc2C1)c1cc(COc2ccc(F)cc2Cl)on1	0	3	-4	-10	-9	-0.6	-4	3	1.4	-6
COC(=O)c1ccc(/C=C2/SC(=S)N(CCCC(=O)Nc3ccccn3)C2=O)cc1	0	5	1	4	4	0.7	8	-1	-0.8	-3
Cc1ccc(COC(=O)CCCN=C2NS(=O)(=O)c3ccccc32)cc1	-3	-2	2	8	-5	-0.3	-7	-1	-1.5	-6
CCc1cc(C(=O)NC2CCCN(Cc3ccccc3F)C2)n(C)n1 (stereo not drawn)	-1	1	-6	-2	-2	-1.1	-1	3	0.3	1
C/C(=N\NC(=O)CSc1ncccn1)c1ccc2c(c1)OCCO2	-2	0	-2	7	-1	1.0	-5	-1	-1.5	8
C[C@H](CO)N1C[C@H](C)[C@@H](CN(C)Cc2ccc(C(=O)O)cc2)Oc2c(NS(=O)(=O)c3cn(C)cn3)cccc2C1=O	4	5	1	10	-7	1.4	-1	-2	-1.8	6
Cc1cc(NC(=O)COc2ccc(C(C)(C)C)cc2)no1	-15	6	3	5	2	-0.8	-6	3	-0.9	-6
CC(NCc1cccc(OCc2ccccc2)c1)C(O)c1ccccc1 (stereo not drawn)	-2	0	-2	-24	0	-0.5	-3	-3	4.5	-2
O=C(NCc1ccc(C(F)(F)F)cc1)C1CC(c2ccccc2[N+](=O)[O-])=NO1 (stereo not drawn)	6	2	0	-4	-4	0.8	-10	2	0.7	-3
CCCCn1c(CCNC(=O)c2ccco2)nc2ccccc21	x	-5	6	16	4	1.1	-6	1	-2.3	1
O=C(COC(=O)C1=COCCO1)Nc1cccc(S(=O)(=O)N2CCOCC2)c1	0	1	-2	12	-19	2.0	-5	1	-2.2	-3
CCOC(=O)C1=C(CN2CCN(C(=O)c3ccco3)CC2)NC(=O)NC1c1ccc(C)cc1 (stereo not drawn)	-7	5	-3	4	22	-3.7	-9	4	-0.8	-3
CC(=O)NCCNC(=O)CNC(=O)c1ccc(Cl)cc1	-1	6	-3	6	-22	-0.2	4	-2	-1.2	-1
CCn1nc(NC(=O)c2ccncc2)c2cc3cc(C)ccc3nc21	x	2	-7	10	12	-0.8	8	0	-2.4	1
O=C1N=C(N2C=CC(=C3C=CNC=C3)C=C2)/C(=C/N=NC(=O)c2ccccc2)S1	0	-4	0	4	-30	0.8	-4	0	-0.6	-8
O=C(O)c1ccccc1C(=O)N1CCN(Cc2ccc3c(c2)OCO3)CC1	0	2	0	3	-9	0.4	-5	-2	-0.6	-6
COc1ccc(C(=O)Oc2ccc3c(c2)OCO3)cc1OC	-16	7	-4	6	12	1.2	-1	2	-1.2	-4
O=S(=O)(NCc1ccccc1F)NCc1ccccc1F	-2	2	-3	6	-5	-1.2	-14	3	-0.9	-8
COc1cc(C2NC(=S)NC3=C2CCc2ccccc23)cc(OC)c1OC (stereo not drawn)	16	5	3	10	-13	2.4	2	-1	-1.9	0
CC(=O)OC1(C(C)=O)CCC2C3CC4OC45CC(O)CCC5(C)C3CCC21C (stereo not drawn)	-2	-6	5	6	24	-0.9	5	-3	-1.2	2
CC(Cc1ccco1)NC(=O)c1cccc(S(=O)(=O)N(C)C)c1 (stereo not drawn)	x	3	-2	-1	-21	0.3	3	-3	0.1	-7
Cc1sc(-n2c(C)cc(/C=C3\SC(=S)NC3=O)c2C)c(C#N)c1C	-2	-4	0	18	2	-1.7	-7	-4	-3.1	2
O=C(O)c1ccc(NS(=O)(=O)c2cccc(C(=O)Nc3cccc(C(=O)O)c3)c2)cc1	1	4	2	12	-14	2.7	-19	7	-2.6	4
Cc1cccc(CSc2nc3c(c(=O)[nH]2)CCCC3)c1	-4	0	-1	14	7	-1.5	-1	-1	-2.6	7
Nc1nnc(SCC(=O)NNC(=O)c2ccccc2F)s1	-18	3	-5	4	-10	0.5	-10	-1	-0.8	-1
COc1ccc(CCNC2CCc3ccccc3C2)cc1 (stereo not drawn)	-4	-3	-5	-7	9	-1.5	0	-6	1.4	0
Cc1ccc(C(=O)/C=C/NCc2ccc(F)cc2)cc1	-2	-1	-2	5	4	-0.6	9	-2	-1.1	5
NC(=O)COc1ccc(=O)n(-c2ccccc2)n1	-1	3	-6	-14	-11	-0.3	-5	-1	2.3	6
Cc1csc(-c2cnn(-c3ccccc3)c2NC(=O)c2ccccc2)n1	-6	1	-6	-2	4	0.1	-11	-5	0.3	10
Cc1nn(C(C)C(=O)O)c(C)c1[N+](=O)[O-] (stereo not drawn)	-6	5	1	4	7	1.8	5	0	-0.8	7

The list goes on:
SMILES	CAL PDZ FP	HTR5A ag	Keap1-Nrf2 PPI	OPRM1-OPRD1 inv	HTR5A inv ag	LANA DNA inh	RTF Ca sens inh	V-ATPase pH	MOR-DOR ag	RTF Ca sens act
CCOc1cc(NC(=S)N2CCC(C(N)=O)CC2)c(C(=O)OC)cc1OCC	-1	0	-5	13	0	-1.7	0	-11	-2.7	5
Cc1ccc(Nc2ccc(C(F)(F)F)cc2[N+](=O)[O-])cc1	-4	0	-7	-16	-17	-0.9	1	3	3.0	-18
Cc1ccc(CNC(=O)CSCc2ccccc2F)cc1	-2	-1	-4	-1	2	0.6	14	1	0.2	0
Cc1sc2nc(SCc3ccc(C(=O)O)cc3)n(Cc3ccco3)c(=O)c2c1C	-1	7	3	8	-20	-0.2	6	-3	-1.6	2
CC(=O)c1ccc(S(=O)(=O)N2CCN(C(=O)C3CCCC3)CC2)cc1	-2	2	-2	5	-10	0.6	-7	1	-0.7	-1
COc1ccc2[nH]c(=O)c(CN(CC3CCCO3)C(=O)Nc3ccccc3OC)cc2c1 (stereo not drawn)	1	1	-1	0	-13	-8.1	-18	-4	0.0	-11
CCOC(=O)COc1nc(-c2ccco2)cc(-c2ccco2)c1C#N	-3	x	3	x	x	-0.8	x	0	x	x
CC(C)NC(=O)C1CCN(C2CCN(C(=O)C3=CCCC3)CC2)CC1	2	0	-6	13	-1	-0.7	-6	4	-2.6	0
O=C(CCCOc1ccccc1)N1CCN(S(=O)(=O)c2cccs2)CC1	-2	-1	5	-3	2	0.5	-6	0	0.6	-1
COc1ccc(C(C)n2c(C)c3c(C)nnc(C)c3c2C)cc1 (stereo not drawn)	x	-1	-6	-58	-7	-0.4	-2	x	11	-1
COc1ccc(-c2nnc(SCc3csc(N)n3)n2C)cc1	x	0	0	8	-15	-1.0	-6	1	-1.6	4
COc1ccc(N(CC(=O)N2CCc3ccccc3C2)S(C)(=O)=O)cc1OC	-6	4	0	17	-10	0.0	0	2	-3.5	-3
C=CCn1c(=O)[nH]c2nc3cc(N=CN(C)C)c(C)cc3nc2c1=O	-4	5	-1	3	-14	23	-141	0	-0.6	131*

Bioassay records as filed in PubChem.
